CRFBP-R2 agonist – CRF-BP/CRF-R2 complex agonism. HEK293 CRF-R2/CRF-BP, calcium dye fluorescence (FLIPR); percent of saturating CRF peptide response. activation, % at 13.2 µM. 350,000 tested, 0.46% active. AID 588473;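 active = activation of at least 50%, plus an integration ratio under a set limit after plate pattern correction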;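 note: plate controls were neutral control wells without compound for no effect and CRF at EC100 for full effect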
SUMO HTRF inh – inhibitors of human SUMOylation (UBC9); P63279; HTRF SUMOylation assay, SAE1/SAE2 + UBC9, in vitro; inhibition, % at 35 µM; 290,000 tested, 0.36% active; AID 2006; in the data active = inhibition above about 50%, passing the limit was not always enough; note: strong numbers were not always called active
Target sequence (P63279 whole entry, looked up): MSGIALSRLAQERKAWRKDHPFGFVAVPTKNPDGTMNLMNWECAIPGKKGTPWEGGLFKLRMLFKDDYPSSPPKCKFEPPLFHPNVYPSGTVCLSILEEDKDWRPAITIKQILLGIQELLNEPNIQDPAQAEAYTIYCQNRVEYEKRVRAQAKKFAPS
NS3 helicase inh – blocks Hepatitis C virus NS3 helicase unwinding; NS3 helicase DNA unwinding, Cy5 molecular beacon fluorescence; inhibition, % at 10.9 µM; 290,000 tested, 0.56% active;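 active = inhibition above the mean of all tested compounds plus 3 SD, set per campaign, cut at about 35% in these data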;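 note: 0% = DMSO wells and 100% = thioflavine S control wells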
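Test system: hepatitis C virus NS3 helicase domain fragment enzyme. Also added: annealed dual-labelled DNA beacon duplex, ATP-started. Timing: 60 min unwinding reaction at 25 °C after ATP addition. Technique: Cy5 fluorescence. Measure: % inhibition of unwinding.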
MEKK3 PB1 HTS – MEKK3-MEK5 PB1 interaction, increase or decrease. Q99759. bead-based flow cytometry, Alexa488-MEK5 binding to MEKK3; actives lie on both sides; 0 = blocked by unlabeled MEK5, 100 = vehicle. binding response (% of control), % at 10 µM. 290,000 tested, 1.4% active;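 active = binding response more than 3 SD above or below the average of its plate-row segment, actives on both sides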;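 note: Alexa488 bead fluorescence after subtracting the streptavidin-only scavenger bead signal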
Target sequence (Q99759 whole entry, looked up): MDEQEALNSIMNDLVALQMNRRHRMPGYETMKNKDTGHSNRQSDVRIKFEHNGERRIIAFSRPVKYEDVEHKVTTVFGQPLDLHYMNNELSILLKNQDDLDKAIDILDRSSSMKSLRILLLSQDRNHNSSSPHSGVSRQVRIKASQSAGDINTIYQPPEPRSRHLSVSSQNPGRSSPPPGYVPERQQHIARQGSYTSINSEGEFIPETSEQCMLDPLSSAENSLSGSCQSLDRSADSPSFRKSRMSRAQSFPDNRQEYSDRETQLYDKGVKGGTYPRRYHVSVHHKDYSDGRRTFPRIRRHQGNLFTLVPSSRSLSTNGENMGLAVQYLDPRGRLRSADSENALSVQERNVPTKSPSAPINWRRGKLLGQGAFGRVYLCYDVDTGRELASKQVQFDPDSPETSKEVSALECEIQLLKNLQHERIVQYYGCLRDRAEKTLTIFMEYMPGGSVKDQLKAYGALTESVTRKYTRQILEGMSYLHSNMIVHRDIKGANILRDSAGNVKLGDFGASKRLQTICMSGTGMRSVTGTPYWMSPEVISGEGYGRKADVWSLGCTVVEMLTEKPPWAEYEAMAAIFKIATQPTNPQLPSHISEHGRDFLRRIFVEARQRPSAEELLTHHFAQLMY
CRFBP-R2 block – CRF-BP/CRF-R2 complex antagonism; inhibition, % at 11.8 µM; 350,000 tested, 0.59% active; HEK293 CRF-R2/CRF-BP, CRF-induced calcium fluorescence;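 active = inhibition of the ligand-induced calcium signal above about 50% at the single tested concentration, limit read from the data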
FID counter – fluorescent intercalator displacement, NS3 helicase counter-screen; DNA fluorescent intercalator displacement, fluorescence; inhibition, % at 7.9 µM; 290,000 tested, 0.17% active; AID 1845; in the data active = inhibition above about 37%;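 note: 0% = vehicle and 100% = reference compound; higher means more ethidium bromide displaced from hairpin DNA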
GalR3 antagonist – human GalR3 antagonism; O60755; HEK293 GalR3-CNG cAMP membrane potential fluorescence; galR3 body fused to GalR1 C-terminus; inhibition, % at 3 µM; 360,000 tested, 0.44% active; AID 651719;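 active = inhibition above the screen-wide average plus 3 SD, cut at about 13% in these data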;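 note: forskolin and galanin both at EC90 stimulate the cells; cAMP rise reported by CNG channel membrane potential dye signal; 0% = forskolin plus galanin with DMSO and 100% = forskolin alone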
Target sequence (O60755 1-299 limits assumed): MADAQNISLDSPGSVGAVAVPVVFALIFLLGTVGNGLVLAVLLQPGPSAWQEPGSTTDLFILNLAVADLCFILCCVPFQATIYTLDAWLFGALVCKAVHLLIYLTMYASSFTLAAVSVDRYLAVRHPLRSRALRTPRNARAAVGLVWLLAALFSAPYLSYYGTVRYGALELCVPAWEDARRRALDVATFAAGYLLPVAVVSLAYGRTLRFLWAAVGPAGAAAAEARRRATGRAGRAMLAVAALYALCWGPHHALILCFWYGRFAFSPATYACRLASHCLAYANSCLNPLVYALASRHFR
MEKK2mut PB1 HTS – signal of MEK5 binding to mutant human MEKK2 PB1 domain. bead flow cytometry, Alexa488-MEK5 binding to MEKK2 mutant. percent response, % at 10 µM. 290,000 tested, 0.35% active. AID 1530; in the data active = percent response above about 24%, passing the limit was not always enough; note: inactives centre near 1; some results filed as inactive read as strong as hits; reference of the scale not given here
MEKK2wt PB1 HTS – raises or lowers MEK5 binding to wildtype human MEKK2 PB1 domain; 290,000 tested, 1.1% active; AID 1531; Q9Y2U5; binding response (% of control), % at 10 µM; bead flow cytometry, Alexa488-MEK5 binding to MEKK2 WT; actives lie on both sides; in the data active = binding response below about 67% or above about 130%
An asterisk follows results filed as active; nt = not tested or not shown. A portion of the library. The share of hits here may be higher or lower than overall.

structure	SUMO HTRF inh	MEKK2mut PB1 HTS	CRFBP-R2 agonist	NS3 helicase inh	FID counter	GalR3 antagonist	MEKK3 PB1 HTS	CRFBP-R2 block	MEKK2wt PB1 HTS
COc1ccc(NC(=O)CSc2nc(NS(=O)(=O)c3ccccc3)cc(=O)[nH]2)cc1	34	0	-2.7	6	-1	-2	101	23	98
CCOc1ccc(CNC(=O)C2CCN(S(=O)(=O)CC)CC2)cc1OC	10	2	1.6	10	-4	4	99	13	100
CCc1cccc(CC)c1NC(=S)N(CCN(C)C)C(C)c1cccnc1 (stereo unspecified)	10	-7	1.6	4	2	1	86	-4	88
O=c1oc2ccccc2c(NCCc2ccccc2)c1[N+](=O)[O-]	-8	-2	-0.7	3	3	-12	98	19	98
CCN(CC)c1ccc(-c2nc3cnccc3n2C)cc1	11	-1	0.8	0	0	-4	100	-18	103
Cc1cc(NC(=S)NC(=O)c2ccccc2)ccc1-c1cc2ccccc2oc1=O	5	-3	-1.8	-7	0	-4	94	-25	91
Cc1cc(Cl)ccc1N1C(=O)CC(SCCC(=O)O)C1=O (stereo unspecified)	15	6	-1.2	-3	1	0	101	35	102
O=C(c1ccc(F)cc1)N(Cc1ccccc1)C1CCS(=O)(=O)C1 (stereo unspecified)	38	-4	-0.3	1	-4	9	95	-15	94
O=C(CSC(=S)N1CCOCC1)Nc1ncc2c(n1)CC(c1ccco1)CC2=O (stereo unspecified)	3	14	-2.7	-8	-3	0	113	15	113
COc1cc(OC)cc(C(=O)Nc2nnc(SCC(=O)NCc3ccco3)s2)c1	20	2	-0.9	7	-14	4	101	-2	105
NS(=O)(=O)c1ccc(NC(=O)COC(=O)COc2ccc3ccccc3c2)cc1	6	-3	-1.3	1	0	-4	105	0	102
Nn1c(C2COc3ccccc3O2)n[nH]c1=S (stereo unspecified)	3	-11	-0.3	-1	-4	3	93	11	93
CCN(CC)C(=O)C(=O)N/N=C/c1cccc(Br)c1	2	-11	-0.8	-1	-8	-1	100	7	101
O=[N+]([O-])c1ccc(CN2CCN(c3ncccn3)CC2)cc1	14	2	3.5	8	-1	-1	103	15	104
CCn1c(=S)sc2c(=O)n(CC(=O)NCCCc3ccccc3)c(C)nc21	-2	-4	1.2	2	-4	-1	100	9	99
O=C(NNc1ncnc2c1cnn2-c1ccccc1)c1ccco1	-9	3	-0.4	1	4	-4	104	-2	103
COc1ccc(-c2nnn(Cc3ccccc3)n2)cc1	-10	0	-1.0	-4	-11	-7	104	6	108
Cn1c(SCc2ccc(Cl)cc2)nc(C(F)(F)F)cc1=O	-11	3	-0.5	-4	0	-4	104	2	100
O=C(CN1CCN(Cc2ccc(F)cc2Cl)C1=O)NCc1cccs1	6	-3	-1.6	-15	-14	-2	99	-1	99
O=C(NNC(=O)c1cc(C(F)(F)F)cc(C(F)(F)F)c1)c1ccc(Cl)cc1	23	-2	0.2	-1	-2	-8	100	14	95
O=C(CSCc1ccccc1)N1CCN(c2ccc(F)cc2)CC1	-25	-2	0.2	5	-30	0	100	-10	97
O=C(N/N=C/c1ccc(-c2ccc(Cl)c(C(=O)O)c2)o1)c1cc2c(ccc3ccccc32)o1	51*	-32	-0.8	22	-15	-5	70	8	73
O=S(=O)(Nc1cc(Cl)cc(Cl)c1)N1CCOCC1	-3	5	-0.5	6	-11	-2	99	2	102
Cc1cc(C)nc(Sc2ncnc3sc4c(c23)CCC4)n1	30	-2	-1.8	-1	-9	2	116	-5	107
Cc1ccc(N(CN2C(=O)C3C4CCC(C4)C3C2=O)C(=O)c2ccco2)cc1 (stereo unspecified)	6	4	-1.2	10	-23	-3	99	-12	99
CN1CCc2c(sc(NC(=O)c3ccc4ccccc4c3)c2C(N)=O)C1	14	19	nt	-41	25	nt	106	nt	135*
CCn1c(NC(=O)/C=C/c2ccc(F)cc2)nc2ccccc21	35	5	-0.2	2	-28	-9	100	-22	105
O=C(COc1cccc(Br)c1)NN=C1c2ccccc2-c2ccccc21	15	8	-1.2	7	3	6	99	-27	84
CCCOc1ccc(N2C(=O)CC(NCc3cccnc3)C2=O)cc1 (stereo unspecified)	4	-11	0.1	1	4	-2	106	-1	91
O=C(OCc1cncs1)c1cccs1	18	2	-2.0	-2	1	-6	100	-4	100

Structural class, the entries above containing an NH in an aromatic ring.
structure	SUMO HTRF inh	MEKK2mut PB1 HTS	CRFBP-R2 agonist	NS3 helicase inh	FID counter	GalR3 antagonist	MEKK3 PB1 HTS	CRFBP-R2 block	MEKK2wt PB1 HTS
COc1ccc(NC(=O)CSc2nc(NS(=O)(=O)c3ccccc3)cc(=O)[nH]2)cc1	34	0	-2.7	6	-1	-2	101	23	98
Nn1c(C2COc3ccccc3O2)n[nH]c1=S (stereo unspecified)	3	-11	-0.3	-1	-4	3	93	11	93

New compounds follow.
structure	SUMO HTRF inh	MEKK2mut PB1 HTS	CRFBP-R2 agonist	NS3 helicase inh	FID counter	GalR3 antagonist	MEKK3 PB1 HTS	CRFBP-R2 block	MEKK2wt PB1 HTS
O=C1N(CN2CCN(c3cccc(Cl)c3)CC2)c2ccccc2C12OCCCO2	-7	5	-0.8	1	3	-9	102	-3	107
COc1ccc2[nH]cc(CCNS(=O)(=O)c3ccc(F)cc3)c2c1	-11	5	-0.9	4	4	-6	106	-17	95
C=CCNC(=O)/C(=C/c1cccc([N+](=O)[O-])c1)NC(=O)c1ccco1	13	-5	-0.7	-2	2	-6	96	6	100
CC(C)c1ccc(N(C(=O)c2cc3ccccc3oc2=O)C2C=CS(=O)(=O)C2)cc1 (stereo unspecified)	14	-2	-0.7	0	0	0	97	-7	102
COc1ccc(/C=C/c2nc(-c3ccccc3O)n(-c3ccccc3)n2)cc1	5	-1	0.3	3	-4	-3	108	14	105
Cc1nn(C)cc1NC(=O)c1nn(C)cc1[N+](=O)[O-]	17	0	-2.5	2	0	-1	107	3	105
COc1cccc(NC(=O)CNC(=O)N2CC(=O)Nc3ccccc32)c1	-3	-1	0.0	5	-8	-8	98	5	97
CCC(CC)c1nn2c(N)c(/C=C3\C=Nc4ccccc43)c(=O)nc2s1	20	-2	-0.2	11	-1	-6	99	-22	98
Cc1ccc(-c2nnn(CC(=O)N3c4ccccc4CCc4ccccc43)n2)cc1	5	-2	1.1	8	-5	-5	92	9	95
O=C(Nc1cccc(Cl)c1Cl)c1cc(S(=O)(=O)NCCc2ccccc2)ccc1F	1	-4	0.7	-12	-10	-2	104	-13	98
Cc1ccc(Cn2nnc3c(=O)[nH]c(C4CCCN(S(=O)(=O)c5ccc(F)cc5)C4)nc32)cc1 (stereo unspecified)	16	2	0.2	10	-24	-7	100	2	95
O=c1[nH]c(-c2ccccc2)nnc1-c1ccccc1	14	-13	-2.0	3	0	-5	94	-7	98
O=C(CCn1c(=O)oc2ccccc21)Nc1cccc([N+](=O)[O-])c1	-8	9	-1.4	2	5	0	106	-3	108
N/C(=N\c1nc2c(c(=O)[nH]1)CCC2)Nc1ccccc1	1	-2	-1.9	1	3	-4	83	-4	86
CCOC(=O)c1sc(C)nc1C1CCN(C(=O)OCC)CC1	7	2	-1.8	9	-21	-5	105	6	104
CCOC(=O)c1[nH]c(C)c(C(=O)NC(C)CC)c1C (stereo unspecified)	6	-1	-1.1	2	0	-1	94	-4	92
Clc1ccc(-c2csc(-c3ccncc3)n2)cc1	24	6	-0.3	-2	-8	-3	104	-3	106
S=C(NCCc1c[nH]c2ccccc12)NC1CC1	-7	-1	-0.6	10	-4	-9	100	10	105
Cc1cc(C)nc(N(C#N)S(=O)(=O)c2ccccc2)n1	16	-9	0.7	9	-3	-2	90	13	90
CCOc1ccccc1N1C(=O)CC(Nc2ccc(N3CCOCC3)cc2)C1=O (stereo unspecified)	1	-5	-0.3	42*	-33	-1	99	5	97
COc1ccc(C)cc1S(=O)(=O)N1CCCC(N2CCOCC2)C1 (stereo unspecified)	8	2	4.9	16	-3	-9	108	10	107
COC(=O)c1ccc(N2CCN(C(=O)c3ccccc3)CC2)c(NC(C)=O)c1	20	-1	-0.9	-1	-12	-4	100	8	100
O=C(CNC(=O)c1ccco1)N/N=C/c1ccc(O)cc1O	0	-1	0.1	-1	-5	-4	101	4	104
Cc1cc(C)n2nc3nc(N4CCCCC4)nc(-c4ccco4)c3c2n1	13	3	-2.7	nt	nt	nt	104	-1	105
CN(C(=O)c1ccno1)c1nnc(-c2ccccn2)s1	nt	4	0.7	26	-2	3	96	11	94
CC1Oc2ccccc2N(CC(=O)NC2CC2)C1=O (stereo unspecified)	15	6	-0.2	-2	-5	-4	102	6	103
COc1cc2c(cc1OC)C1=C(C#N)CC/C(=N\S(=O)(=O)c3cccc(Cl)c3)N1CC2	-12	-2	4.7	-7	-2	1	100	15	93
N#Cc1c(NC(=O)c2ccncc2)sc2c1CCC2	-2	3	-0.5	6	-2	nt	96	8	100
CCN(C(=O)Cn1cc(C(C)=O)c2ccccc21)c1ccccc1	24	-3	0.8	3	-20	-4	94	8	93
COc1cc(C(=O)NCC(=O)N/N=C/c2ccc(OC(=O)c3ccco3)cc2)cc(OC)c1OC	0	-1	0.5	3	-28	-4	101	-4	94
COc1ccc(/C=N/NC2=NS(=O)(=O)c3ccccc32)cc1OC(C)=O	0	5	-0.8	52*	-7	-1	108	6	108
COc1cccc(/C=N/c2oc(-c3ccccc3)cc2C#N)c1O	10	3	1.0	7	-5	-9	112	19	96
O=C(Nc1ccc(F)cc1)OCCOc1ccc([N+](=O)[O-])cc1	8	16	-4.7	-2	3	-5	111	24	93
CCCn1c2ccccc2c2nnc(SCC(=O)OCC)nc21	15	11	-3.6	7	-23	1	109	21	108
CC(=O)NC(CCS(C)(=O)=O)C(=O)Nc1cccc(C)c1C (stereo unspecified)	-4	6	2.2	-4	2	nt	105	0	110
c1csc(Cc2nn3c(-c4ccncc4)nnc3s2)c1	-4	-5	0.1	24	-10	-4	93	-12	96
O=C(O)c1ccc(NS(=O)(=O)c2ccc(Cl)c(C(=O)Nc3ccccc3)c2)cc1	12	4	-1.1	16	-14	-9	104	14	110
CN(C)CCCNC(=O)c1cc(C(=O)c2cccc(Cl)c2Cl)c[nH]1	18	9	-0.9	-20	2	-5	106	-17	114
O=C(NCc1ccccn1)Nc1cccc([N+](=O)[O-])c1	14	5	0.8	2	0	-1	98	30	103
COc1ccc(CCN2CCCn3c2nc2c3c(=O)n(CC(N)=O)c(=O)n2C)cc1OC	-14	-5	-0.7	35	-22	-2	99	-4	97
O=C(OC(C(=O)NC1CCCC1)c1ccccc1F)c1ccco1 (stereo unspecified)	-11	-3	-1.7	4	-2	-1	99	9	97
COc1cc(/C=N/NC(=O)C(C)Nc2n[nH]c(=O)[nH]c2=O)cc(OC)c1O (stereo unspecified)	6	10	0.2	-1	4	-13	102	9	103
CCCCCCCCCCCCN1[C@@H](CC(=O)O)c2cc(F)ccc2S1(=O)=O	nt	1	9.6	nt	nt	-5	102	-2	99

2 entries picked at random from the list so far, as already listed:
structure	SUMO HTRF inh	MEKK2mut PB1 HTS	CRFBP-R2 agonist	NS3 helicase inh	FID counter	GalR3 antagonist	MEKK3 PB1 HTS	CRFBP-R2 block	MEKK2wt PB1 HTS
CN(C)CCCNC(=O)c1cc(C(=O)c2cccc(Cl)c2Cl)c[nH]1	18	9	-0.9	-20	2	-5	106	-17	114
COc1cc(/C=N/NC(=O)C(C)Nc2n[nH]c(=O)[nH]c2=O)cc(OC)c1O (stereo unspecified)	6	10	0.2	-1	4	-13	102	9	103
